MsrA act = activators of bovine methionine sulfoxide reductase A; AID 602163; purified bovine MsrA, absorbance read-out; hit rate 0.3% among 360,000; activation, % at 10.6 µM; in the data active = activation above about 7.5%;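 also: 0% = vehicle and 100% = reference activator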
MLLE-PAM2 inh = inhibitors of microRNA-mediated deadenylation, human PABP1 MLLE binding; inhibition, % at 20 µM; hit rate 0.36% among 360,000; GST-MLLE / FITC-PAM2 fluorescence polarization; P11940; in the data active = inhibition above about 35%, passing the limit was not always enough;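 also: plate controls were DMSO wells with GST-MLLE for no effect and wells lacking GST-MLLE protein for full effect; some results filed as inactive read as strong as hits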
Target sequence (P11940 whole entry, looked up): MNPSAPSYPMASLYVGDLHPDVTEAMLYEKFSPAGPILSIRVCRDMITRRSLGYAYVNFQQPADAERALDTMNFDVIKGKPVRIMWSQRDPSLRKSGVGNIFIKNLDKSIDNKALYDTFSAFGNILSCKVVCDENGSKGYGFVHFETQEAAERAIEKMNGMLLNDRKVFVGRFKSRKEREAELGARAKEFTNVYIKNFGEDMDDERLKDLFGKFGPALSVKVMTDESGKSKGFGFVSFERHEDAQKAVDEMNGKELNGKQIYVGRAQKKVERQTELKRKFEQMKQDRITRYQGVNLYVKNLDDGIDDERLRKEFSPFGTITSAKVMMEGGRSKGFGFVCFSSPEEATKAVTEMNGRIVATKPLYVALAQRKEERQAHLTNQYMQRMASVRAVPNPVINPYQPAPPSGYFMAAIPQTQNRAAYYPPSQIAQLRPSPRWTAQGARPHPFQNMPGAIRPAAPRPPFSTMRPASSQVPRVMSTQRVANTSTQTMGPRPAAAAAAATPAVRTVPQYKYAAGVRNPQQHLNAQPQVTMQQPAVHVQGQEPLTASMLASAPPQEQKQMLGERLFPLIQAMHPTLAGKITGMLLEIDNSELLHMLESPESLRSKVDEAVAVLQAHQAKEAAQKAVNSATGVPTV
FAS-TE inh = inhibitors of human fatty acid synthase thioesterase domain. recombinant FAS-TE, OMFH fluorogenic substrate, fluorescence endpoint. inhibition, % at 15 µM. hit rate 0.67% among 360,000. AID 602261;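 active = compounds whose normalised, plate-corrected inhibition of enzyme fluorescence in the single-dose primary screen is 50% or more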;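 also: 0% = DMSO with enzyme and 100% = substrate without enzyme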
Tb MetRS inh = blocks T. brucei methionyl-tRNA synthetase activity; AID 624268; inhibition, % at 11.9 µM; hit rate 0.4% among 360,000; purified T. brucei MetRS, ATP depletion, Kinase-Glo luminescence;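 active = inhibition above a per-plate cutoff of the control wells' mean inhibition plus 3 SD, cut at about 5.5% in these data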;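 also: 0% = DMSO wells median and 100% = median of wells with control inhibitor compound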
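assay system = parasite MetRS enzyme | timing = 15 min preincubation, 2 h reaction, all 25 °C | evaluation = percent inhibition relative to median high and low control wells | medium = HEPES buffer containing pyrophosphatase, BSA, spermine, DTT | compound = single dose, 11.9 µM final nominal, 0.9% final DMSO | detection = Kinase-Glo luminescence, ATP depletion format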
Rin1 Abl inh = blocks binding of human Rin1 to Abl. P00519+Q13671. TR-FRET Rin1/Abl binding, biochemical. inhibition, % at 7.35 µM. hit rate 0.4% among 360,000; in the data active = inhibition above about 5%, passing the limit was not always enough
Neddylation inh = blocks human cullin neddylation; TR-FRET cullin neddylation, biochemical; calls only at 25 µM; hit rate 0.58% among 360,000; AID 651699; in the data active = inhibition above about 36%
MsrA inh = bovine MsrA inhibition; AID 651718; purified bovine MsrA, absorbance read-out; inhibition, % at 15.5 µM; hit rate 0.75% among 360,000; in the data active = inhibition above about 4.5%;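 also: 0% = vehicle wells with enzyme and 100% = reference inhibitor wells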
CSN deneddyl inh = blocks human CSN-mediated cullin deneddylation; Purified CSN, SCF-Nedd8-OG deneddylation, fluorescence polarization; hit rate 0.38% among 360,000; inhibition, % at 12.5 µM;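 active = pattern-corrected inhibition above about 35%, with an unprinted fluorescence ratio check between 0.5 and 1.5, limit read from the data, passing the limit was not always enough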;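 also: 0% = enzyme with substrate and 100% = substrate without enzyme; some results filed as inactive read as strong as hits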
Target sequence (Q92905 whole entry, looked up, one chain of several): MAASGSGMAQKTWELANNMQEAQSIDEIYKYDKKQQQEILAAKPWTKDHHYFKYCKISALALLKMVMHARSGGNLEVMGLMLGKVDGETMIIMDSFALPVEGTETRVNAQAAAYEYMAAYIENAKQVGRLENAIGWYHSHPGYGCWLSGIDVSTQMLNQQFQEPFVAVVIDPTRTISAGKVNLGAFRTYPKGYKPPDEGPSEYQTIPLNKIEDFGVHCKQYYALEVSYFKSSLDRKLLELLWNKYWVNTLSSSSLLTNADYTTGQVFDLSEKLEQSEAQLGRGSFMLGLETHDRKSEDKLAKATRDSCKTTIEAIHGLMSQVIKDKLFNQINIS
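Assay system: purified human Csn5 enzyme expressed in HEK293T cells; Input: 0.24 nM Csn5 enzyme, final concentration; Reagent: 10 nM SCFSkp2-Nedd8OG; Compound dosing: 12.5 µM single point; Times: reaction 90 min, room temperature; Technique: fluorescence polarization readout.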
E coli Lon inh = inhibits E. coli Lon protease | purified E. coli Lon protease, fluorescence polarization | inhibition, % at 7.94 µM | hit rate 0.42% among 360,000; in the data active = inhibition above about 13%, passing the limit was not always enough;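 also: 0% = enzyme with probe and DMSO and 100% = no enzyme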
* = called active by the depositor.

How did CC1(C)CC(NS(=O)(=O)c2ccc(S(=O)(=O)N3CCOCC3)cc2)CCO1 (stereo not drawn) do in these assays?
MsrA act: 0; MLLE-PAM2 inh: -10; FAS-TE inh: -11; Tb MetRS inh: 0.0; Rin1 Abl inh: 2; Neddylation inh: inactive; MsrA inh: -2.1; CSN deneddyl inh: -1; E coli Lon inh: 1

Results for CCOc1cc(Br)c(COc2ccc(C)nc2[N+](=O)[O-])cc1OCC ?
MsrA act: -1; MLLE-PAM2 inh: -4; FAS-TE inh: 22; Tb MetRS inh: 0.6; Rin1 Abl inh: 0; Neddylation inh: inactive; MsrA inh: -0.3; CSN deneddyl inh: 6; E coli Lon inh: -3

How did COc1cccc(C2C3=C(CC(C)(C)CC3=O)Nc3cc4c(cc32)OCO4)c1 (stereo not drawn) do in these assays?
MsrA act: -3; MLLE-PAM2 inh: -11; FAS-TE inh: 16; Tb MetRS inh: 1.4; Rin1 Abl inh: -2; MsrA inh: 0.9; CSN deneddyl inh: 1; E coli Lon inh: -5

How did CCCCN(C=O)c1c(CC)nc2c(OCCC)cccn12 do in these assays?
MsrA act: -4; MLLE-PAM2 inh: 14; FAS-TE inh: -6; Tb MetRS inh: -0.4; Rin1 Abl inh: 0; Neddylation inh: inactive; MsrA inh: -0.2; CSN deneddyl inh: 10; E coli Lon inh: 0

Results for CN(C)S(=O)(=O)c1cccc(C(=O)NCC2CCCO2)c1 (stereo not drawn) ?
MsrA act: 3; MLLE-PAM2 inh: 9; FAS-TE inh: -6; Tb MetRS inh: -1.2; Rin1 Abl inh: 0; Neddylation inh: inactive; MsrA inh: 1.3; CSN deneddyl inh: 0; E coli Lon inh: -5

How did CCOc1cc(/C=N/N=C2/NC(=O)C(CC(=O)O)S2)ccc1OS(=O)(=O)c1ccc(C)cc1 (stereo not drawn) do in these assays?
MsrA act: -2; MLLE-PAM2 inh: -11; FAS-TE inh: -3; Tb MetRS inh: 0.5; Rin1 Abl inh: 0; Neddylation inh: inactive; MsrA inh: 5.6*; CSN deneddyl inh: -6; E coli Lon inh: 0

What do the screens show for `CCOC(=O)c1cnn(Cc2ccccc2)c1N`?
MsrA act: 1; MLLE-PAM2 inh: 3; FAS-TE inh: -6; Tb MetRS inh: -0.6; Rin1 Abl inh: 3; Neddylation inh: inactive; MsrA inh: -0.3; CSN deneddyl inh: -5; E coli Lon inh: 2

Results for COCCNC(=S)NNC(=O)c1cc(-c2cccnc2)nc2ccccc12 ?
MsrA act: 0; MLLE-PAM2 inh: -21; FAS-TE inh: -8; Tb MetRS inh: 0.0; Rin1 Abl inh: 1; Neddylation inh: inactive; MsrA inh: -1.0; CSN deneddyl inh: 0; E coli Lon inh: -5

How did N#C/C(=C\c1ccncc1)c1ccc(NC(N)=O)cc1 do in these assays?
MsrA act: -9; MLLE-PAM2 inh: 8; FAS-TE inh: -5; Tb MetRS inh: -0.9; Rin1 Abl inh: -1; Neddylation inh: inactive; MsrA inh: 2.3; CSN deneddyl inh: 1; E coli Lon inh: -3

How did Cc1cc(=O)[nH]c(NCc2ccc(Cl)cc2)n1 do in these assays?
MsrA act: -4; MLLE-PAM2 inh: 2; FAS-TE inh: -4; Tb MetRS inh: -0.1; Rin1 Abl inh: 0; Neddylation inh: inactive; MsrA inh: -1.1; CSN deneddyl inh: 4; E coli Lon inh: -3

How did COc1cccc(NS(=O)(=O)c2cc3c(cc2C)N(C)CCO3)c1 do in these assays?
MsrA act: -1; MLLE-PAM2 inh: -1; FAS-TE inh: 1; Tb MetRS inh: -0.2; Rin1 Abl inh: 0; Neddylation inh: inactive; MsrA inh: -0.1; CSN deneddyl inh: 3; E coli Lon inh: -12

What do the screens show for `CCN(CCO)c1ccc(N=Nc2cc(C)[nH]n2)cc1`?
MsrA act: -4; MLLE-PAM2 inh: -70; FAS-TE inh: -4; Tb MetRS inh: -0.2; Rin1 Abl inh: -11; Neddylation inh: inactive; MsrA inh: -0.5; CSN deneddyl inh: 17; E coli Lon inh: -54

How did Cc1ccc(NC(=O)Nc2c(C)n(C)n(-c3ccccc3)c2=O)cc1 do in these assays?
MsrA act: -3; MLLE-PAM2 inh: -8; FAS-TE inh: -4; Tb MetRS inh: -0.3; Rin1 Abl inh: 2; Neddylation inh: inactive; MsrA inh: 0.5; CSN deneddyl inh: 1; E coli Lon inh: 3

What do the screens show for `Cc1cc(C)c(NC(=O)COC(=O)c2ccncc2)c(C)c1`?
MsrA act: 0; MLLE-PAM2 inh: -3; FAS-TE inh: -6; Tb MetRS inh: 0.6; Rin1 Abl inh: 2; Neddylation inh: inactive; MsrA inh: 0.2; CSN deneddyl inh: -3; E coli Lon inh: -16

How did COc1ccccc1NC(=O)c1ccc(C)s1 do in these assays?
MsrA act: -2; MLLE-PAM2 inh: 0; FAS-TE inh: -2; Tb MetRS inh: -0.3; Rin1 Abl inh: -4; Neddylation inh: inactive; MsrA inh: 0.9; CSN deneddyl inh: 0; E coli Lon inh: 9

What do the screens show for `COc1ccc(CCC(=O)OCC(=O)NCc2ccc3c(c2)OCO3)cc1`?
MsrA act: -3; MLLE-PAM2 inh: -9; FAS-TE inh: -2; Tb MetRS inh: -0.2; Rin1 Abl inh: 4; Neddylation inh: inactive; MsrA inh: -0.7; CSN deneddyl inh: 2; E coli Lon inh: -2

What do the screens show for `COCCNC(=O)CCCn1c(=O)c2cc(OC)c(OC)cc2n(CC(=O)Nc2ccc(C)c(F)c2)c1=O`?
MsrA act: -2; MLLE-PAM2 inh: 0; FAS-TE inh: 1; Tb MetRS inh: -0.1; Rin1 Abl inh: 0; Neddylation inh: inactive; MsrA inh: 0.0; CSN deneddyl inh: 2; E coli Lon inh: -5

How did COc1ccc(NC(C)=O)cc1NC(=O)CSc1nnc(-c2ccccn2)n1C do in these assays?
MsrA act: -3; MLLE-PAM2 inh: 0; FAS-TE inh: -10; Tb MetRS inh: -0.6; Rin1 Abl inh: -1; Neddylation inh: inactive; MsrA inh: -0.6; CSN deneddyl inh: 0; E coli Lon inh: -10

How did Cc1nc(-c2ccccc2)sc1C(=O)Nc1ccc(S(N)(=O)=O)cc1 do in these assays?
MsrA act: -4; MLLE-PAM2 inh: -7; FAS-TE inh: 0; Tb MetRS inh: -0.2; Rin1 Abl inh: -1; Neddylation inh: inactive; MsrA inh: 3.4; CSN deneddyl inh: -1; E coli Lon inh: 3

Results for O=S(=O)(Nc1ccc2c(c1)OCCO2)c1ccc(F)cc1 ?
MsrA act: -12; MLLE-PAM2 inh: 1; FAS-TE inh: -2; Tb MetRS inh: -0.8; Rin1 Abl inh: 1; Neddylation inh: inactive; MsrA inh: 1.8; CSN deneddyl inh: -7; E coli Lon inh: -5

How did O=C(NCCCO)C(=O)Nc1cc2c3c(c1)CCC(=O)N3CCC2 do in these assays?
MsrA act: -4; MLLE-PAM2 inh: 3; FAS-TE inh: -4; Tb MetRS inh: -0.5; Rin1 Abl inh: 5; Neddylation inh: inactive; MsrA inh: 0.4; CSN deneddyl inh: 1; E coli Lon inh: -1

Results for Cc1ccc(OCC(O)CN2CCN(CC(O)COC(C)C)CC2)c(C(C)(C)C)c1 (stereo not drawn) ?
MsrA act: -2; MLLE-PAM2 inh: 6; FAS-TE inh: -5; Tb MetRS inh: 0.1; Rin1 Abl inh: 2; Neddylation inh: inactive; MsrA inh: -0.5; CSN deneddyl inh: 4; E coli Lon inh: -6

Results for CCC(Cc1ccccc1)NC(=O)C1CCC(CNc2c(N3CCCC3)c(=O)c2=O)CC1 (stereo not drawn) ?
MsrA act: -4; MLLE-PAM2 inh: -9; FAS-TE inh: 14; Tb MetRS inh: -0.9; Rin1 Abl inh: -4; Neddylation inh: inactive; MsrA inh: 0.7; CSN deneddyl inh: 5; E coli Lon inh: -2

What do the screens show for `CC(=O)Nc1cccc(NC(=O)CSc2nc(C3CC3)nc3ccccc23)c1`?
MsrA act: -3; MLLE-PAM2 inh: -1; FAS-TE inh: -1; Tb MetRS inh: -0.1; Rin1 Abl inh: 1; Neddylation inh: inactive; MsrA inh: 1.5; CSN deneddyl inh: 1; E coli Lon inh: 10

Results for COc1ccc(-n2cc(C(=O)c3cc4ccccc4oc3=O)c(C(C)=O)n2)cc1 ?
MsrA act: 0; MLLE-PAM2 inh: -2; FAS-TE inh: -7; Tb MetRS inh: -0.1; Rin1 Abl inh: -5; Neddylation inh: inactive; MsrA inh: -0.5; CSN deneddyl inh: 3; E coli Lon inh: -5

Results for O=C1CCC(C(=O)N(CCO)Cc2ccccc2)CN1CCc1cccc(F)c1 (stereo not drawn) ?
MsrA act: 3; MLLE-PAM2 inh: -3; FAS-TE inh: -6; Tb MetRS inh: 0.1; Rin1 Abl inh: 2; Neddylation inh: inactive; MsrA inh: -0.2; CSN deneddyl inh: -2; E coli Lon inh: -1

How did COc1ccc(CC(=O)NCC(=O)N/N=C(/C)c2ccco2)cc1 do in these assays?
MsrA act: -1; MLLE-PAM2 inh: 9; FAS-TE inh: -1; Tb MetRS inh: 1.6; Rin1 Abl inh: 4; Neddylation inh: inactive; MsrA inh: 0.1; CSN deneddyl inh: -17; E coli Lon inh: 4

Results for CC(C)(C)n1ncc2c(=O)n(CC(=O)Nc3ccc4c(c3)OCCO4)cnc21 ?
MsrA act: -1; MLLE-PAM2 inh: 2; FAS-TE inh: 2; Tb MetRS inh: -0.5; Rin1 Abl inh: 1; Neddylation inh: inactive; MsrA inh: -0.2; CSN deneddyl inh: -1; E coli Lon inh: 9

What do the screens show for `COc1cc(NC(=O)c2ccco2)c(OC)cc1NC(=O)c1cc(OC)c(OC)c(OC)c1`?
MsrA act: -4; MLLE-PAM2 inh: 2; FAS-TE inh: -4; Tb MetRS inh: -0.8; Rin1 Abl inh: 3; Neddylation inh: inactive; MsrA inh: 0.1; CSN deneddyl inh: 10; E coli Lon inh: -5

Results for CCOc1ccc(NC(=O)CN2CCN(CC(=O)Nc3ccc(OC)cc3OC)CC2)cc1 ?
MsrA act: -2; MLLE-PAM2 inh: -4; FAS-TE inh: -4; Tb MetRS inh: -0.8; Rin1 Abl inh: 2; Neddylation inh: inactive; MsrA inh: -0.1; CSN deneddyl inh: -2; E coli Lon inh: -7

Results for CSc1nnc(-c2ccccc2SC)o1 ?
MsrA act: -3; MLLE-PAM2 inh: -31; FAS-TE inh: 0; Tb MetRS inh: 1.2; Rin1 Abl inh: -45; Neddylation inh: inactive; MsrA inh: 0.7; CSN deneddyl inh: 0; E coli Lon inh: -5

What do the screens show for `O=C(Nc1ccccc1Br)C1CCN(C(=O)Cc2ccccc2)CC1`?
MsrA act: -4; MLLE-PAM2 inh: -4; FAS-TE inh: -9; Tb MetRS inh: 0.1; Rin1 Abl inh: 3; Neddylation inh: inactive; MsrA inh: 0.5; CSN deneddyl inh: 3; E coli Lon inh: -4

What do the screens show for `O=C1Nc2ccccc2-n2nnnc2C1N1CCN(CCN2CCOCC2)CC1` (stereo not drawn)?
Tb MetRS inh: 0.2; Neddylation inh: inactive; MsrA inh: -1.1; CSN deneddyl inh: 0

How did O=C(Cn1nc(-c2ccc3c(c2)OCCO3)ccc1=O)Nc1ccc(-n2cnnn2)cc1 do in these assays?
MsrA act: -3; MLLE-PAM2 inh: -17; FAS-TE inh: -1; Tb MetRS inh: 0.2; Rin1 Abl inh: -2; Neddylation inh: inactive; MsrA inh: -1.3; CSN deneddyl inh: 12; E coli Lon inh: 1

Source: PubChem BioAssay
